# CendR NRP1 mod: modulators of CendR peptide binding to human neuropilin-1 | FAM-RPARPAR peptide binding to NRP-1, fluorescence polarization | O14786 | 0.85% of 360,000 active | inhibition, % at 25 µM;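 active = inhibition or corrected inhibition above about 18%, plus a signal ratio from 0.5 to 1.5, limit read from the data, passing the limit was not always enough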; also: strong numbers were not always called active
# MT1-MMP act inh: MT1-MMP (human) activation inhibition | GFP/RFP ratio change, % at 20 µM | 0.061% of 360,000 active | P50281 | HT1080 RFP-PRO-GFP cells, GFP/RFP ratio fluorescence, overnight; percent of plate control window, DMSO zero;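 active = GFP/RFP ratio change of at least 30% with cell ATP level not reduced by more than half and red fluorescence within 50% of control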; also: strong numbers were not always called active
#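 Test system: HT1080 RFP-PRO-GFP cells; Benchmarks: DMSO and RFP-L50D-GFP cell wells; Timing: cells overnight before dosing, compound overnight, 37 °C, 5% CO2; Compound: one 20 µM compound dose with 1% DMSO; Read-out: GFP/RFP fluorescence ratio.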
# bovine MsrA act: bovine methionine sulfoxide reductase A activation | purified bovine MsrA, absorbance read-out | activation, % at 10.6 µM | 0.3% of 360,000 active | AID 602163; in the data active = activation above about 7.5%;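 also: 0% = vehicle and 100% = reference activator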
# FAS-TE inh: inhibitors of human fatty acid synthase thioesterase domain; P49327; recombinant FAS-TE, OMFH fluorogenic substrate, fluorescence endpoint; inhibition, % at 15 µM; 0.67% of 360,000 active; AID 602261;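 active = compounds whose normalised, plate-corrected inhibition of enzyme fluorescence in the single-dose primary screen is 50% or more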;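 also: 0% = DMSO with enzyme and 100% = substrate without enzyme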
# SKN-1 inh: C. elegans SKN-1 inhibition; AID 624304; 0.49% of 360,000 active; inhibition, % at 21.8 µM; C. elegans VP596 Pgst-4::GFP/RFP ratio, acrylamide-induced, 24 h;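 active = interference check ratio from 0.5 to 1.5 plus GFP to RFP signal ratio inhibition reaching or exceeding a fixed threshold, cut at about 30% in these data, passing the limit was not always enough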; also: some compounds called inactive have numbers as strong as hits
# MsrA inhibitor: inhibits bovine methionine sulfoxide reductase A; purified bovine MsrA, absorbance read-out; inhibition, % at 15.5 µM; 0.75% of 360,000 active; AID 651718; in the data active = inhibition above about 4.5%;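 also: 0% = vehicle wells with enzyme and 100% = reference inhibitor wells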
# Rin1-Abl PPI inh: human Rin1-Abl interaction inhibition; inhibition, % at 7.35 µM; 0.4% of 360,000 active; TR-FRET Rin1/Abl binding, biochemical; AID 588664; P00519+Q13671; in the data active = inhibition above about 5%, passing the limit was not always enough
# eLon inh: inhibitors of E. coli Lon protease. P0A9M0. purified E. coli Lon protease, fluorescence polarization. inhibition, % at 7.94 µM. 0.42% of 360,000 active; in the data active = inhibition above about 13%, passing the limit was not always enough;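 also: 0% = enzyme with probe and DMSO and 100% = no enzyme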
# Neddyl block: cullin neddylation inhibition; TR-FRET cullin neddylation, biochemical; calls only at 25 µM; 0.58% of 360,000 active; in the data active = inhibition above about 36%
# Numbers without * were called inactive; i = inactive; / = not tested or not shown.
SMILES,CendR NRP1 mod,MT1-MMP act inh,bovine MsrA act,FAS-TE inh,SKN-1 inh,MsrA inhibitor,Rin1-Abl PPI inh,eLon inh,Neddyl block
CC(=O)c1c(COC(=O)c2ccc(F)cc2)nc2ccccc2[n+]1[O-],9,-1,-1,13,-3,0.3,-1,5,i
CCN(CC)C(=S)SCC(=O)Nc1ccc(S(N)(=O)=O)cc1,9,-4,0,-2,5,0.2,-3,-10,i
O=C(N/C(=C/c1ccc(F)cc1)C(=O)N1CCCCC1)c1ccco1,21,3,-4,-6,22,2.1,3,-6,i
O=C(NCc1cccnc1)C1CC(c2ccc(Cl)c(Cl)c2)=NO1 (stereo not drawn),-5,1,-3,11,0,-0.6,-4,3,i
CC(=O)Oc1ccc(N2C(=O)C3C4C=CC(CO)(O4)C3C2=O)cc1 (stereo not drawn),-3,0,-7,-7,9,-0.8,4,-7,i
Oc1c(C=Nc2cccnc2)sc2ccccc12,-41,13,-3,-6,9,0.5,-1,-17,i
COc1ccc(-c2c(C#N)cnc(C)c2C)c(O)c1OC,38*,2,-5,-4,8,-1.0,1,-11,i
COc1ccccc1Cn1c(=S)[nH]c2cc(C(=O)N3CC(C)CC(C)C3)ccc2c1=O (stereo not drawn),0,-2,-2,4,5,1.2,-4,-11,i
Cc1cc(Nc2ccc(Cl)cc2)n(-c2ccccc2)n1,-1,-6,-4,14,-18,-1.4,0,-1,i
CC(c1nc2ccccc2n1Cc1ccccc1)N1CCCCC1 (stereo not drawn),6,-4,0,3,12,-0.5,-1,4,i
Clc1ccc(OCCOCCNCc2ccccc2)cc1Cl,8,1,0,9,17,1.3,-1,-3,i
COc1cccc(C(=O)N(CN2CCCC2=O)c2cccc(Cl)c2)c1OC,1,-1,-11,-11,8,0.0,-1,8,i
C[C@@H]1CCCCO[C@@H](CN(C)Cc2ccncc2)[C@@H](C)CN([C@H](C)CO)C(=O)c2cc(NC(=O)c3ccccc3)ccc2O1,-5,1,-1,-6,7,-0.9,-5,-2,i
Nc1nc(SCc2ccc(Cl)cc2Cl)n[nH]1,6,5,-4,-16,30,-1.1,3,-3,i
COc1ccccc1NC(=O)CCSc1nnc(-c2ccco2)o1,-4,1,6,-2,8,-0.1,2,9,i
Cc1nnc(C)c2c(C)n(-c3ccccc3N)c(C)c12,55,-7,-3,-8,-2,0.4,-3,19,i
CCc1ccc(-c2nc(CS(=O)CC(=O)NCCN3CCCCCC3)c(C)o2)cc1 (stereo not drawn),2,-3,-2,-4,8,-0.1,-5,0,i
O=C(CSc1nc2ccc([N+](=O)[O-])cc2[nH]1)c1ccc(Cl)cc1,-2,2,-2,-1,1,0.4,-3,-12,i
CC(=O)Nn1cnc2c(c1=O)C1(CCCCC1)Cc1ccccc1-2,4,7,-2,-5,28,-0.1,1,-7,i
CCCCCCN1CCN(C2CN(Cc3cn(Cc4cccc(Cl)c4)nn3)S(=O)(=O)C2)CC1 (stereo not drawn),7,5,-11,3,-7,1.4,/,-4,i
CN(C)/C=C/C(=O)c1nn(-c2ccc(F)cc2)ccc1=O,-2,-4,-1,-2,3,0.8,-1,-10,i
COc1cc(/C=N/NC(=O)c2csc3c2CCCC3)ccc1OCCN1CCOCC1,1,7,-5,-3,7,0.6,-1,-10,i
CCC(=O)NCc1nc2ccccc2n1Cc1ccccc1F,-2,-2,-10,-5,-7,0.8,4,0,i
O=C(Nc1ccn(Cc2c(F)c(F)c(F)c(F)c2F)n1)c1cccc(Cn2cc([N+](=O)[O-])cn2)c1,8,-7,-10,24,-2,0.6,-2,-1,i
O=C(NCC1CCCCC1)c1ccc(F)c(S(=O)(=O)N2CCOCC2)c1,21*,5,-3,-3,-3,0.0,4,-4,i
COc1ccccc1C(=O)NNC(=O)C1CCN(C(=O)OC(C)(C)C)CC1,4,-1,-4,-5,6,0.0,4,-5,i
COc1cccc(NC(=O)COc2ccccc2)c1,-6,2,-6,0,-4,0.0,1,-4,i
O=C(Nc1ccc(S(=O)(=O)N2CCCC2)cc1)c1cccs1,4,1,-3,1,3,2.6,1,7,i
Nc1ccccc1SCc1ccccc1,-5,1,-6,2,-2,-0.4,1,3,i
Cc1cc(Cn2nc(-c3ccccc3)cc2C(=O)NCc2cccc(Br)c2)on1,10,3,-3,31,9,1.0,7,-14,i
CCC(C)c1ccccc1NC(=O)COc1ccc(-n2cnnn2)cc1 (stereo not drawn),2,10,-10,-5,1,0.6,2,1,i
CCn1cc(C(=O)NCc2ccncc2)c(=O)c2cc(F)c(N3CCN(C(=O)c4ccco4)CC3)cc21,-8,-1,-2,-7,7,2.3,3,-11,/
N#Cc1c(N2CCOCC2)nsc1-c1ccc(C(F)(F)F)cc1,4,3,-5,14,4,-0.1,-2,-5,i
CCC(C)c1ccccc1NC(=O)C1CCCO1 (stereo not drawn),-1,-4,-1,-3,-21,2.6,-3,3,i
CCOC(=O)N1CCN(C(=O)C[C@@H]2C[C@@]3(C(=O)OC)CC(C)(C)CC=C3N(Cc3cccc4ccccc34)C2=O)CC1,9,-5,/,/,4,-1.0,/,/,i
CCCN1CCN(CCNC(=O)Nc2ccccc2Cl)CC1,8,0,-2,-3,1,-1.1,3,-8,i
Cc1cc(C)cc(N(CC(=O)N2CCCC2)S(C)(=O)=O)c1,1,0,-4,-4,4,0.2,-1,-3,i
COC(=O)N/N=C/c1cccc(OCCSc2ccc(Cl)cc2)c1,0,-8,2,40,15,2.4,0,11,i
C#CCNC(=O)C1=C[C@@H](c2cn(C(C)=O)c3ccccc23)C[C@@H](OCCCCO)O1,-23,-3,-4,-7,45*,3.1,2,-38,i
CCOc1ccc(N(CC(=O)Nc2cc(C)ccc2C)S(=O)(=O)c2c(C)[nH]c(=O)[nH]c2=O)cc1,-18,9,-3,0,-4,-1.4,1,3,i
CCn1c(C)nc2cc(NC(=O)Nc3cccc(C(C)=O)c3)ccc21,-8,-8,0,-7,-14,-0.4,0,-2,i
O=C(c1ccc2c3n(nc2c1)-c1ccc(Cl)cc1CO3)N1CCOCC1,8,2,-5,17,-1,-0.5,0,-6,i
CCOC(=O)c1c(C)[nH]c(C(=O)COC(=O)[C@H](C)NC(=O)c2ccccc2Cl)c1C,6,3,-2,-2,3,-0.1,-3,-3,i
COC(=O)[C@@H](NS(=O)(=O)c1ccc(F)cc1Br)C(C)C,-1,0,-2,-5,-2,0.9,1,-3,i
COc1cccc(C2c3[nH]c4ccccc4c3CCN2Cc2cnc(C)s2)c1OC (stereo not drawn),3,-12,-1,10,8,-0.2,6,1,i
O=[N+]([O-])c1cccc(S(=O)(=O)Nc2ccc(-c3ccc(N4CCOCC4)nn3)cc2)c1,0,0,-3,4,9,0.9,-1,-11,i
Cc1cc(C)n(CC(=O)Nc2cccc(C(F)(F)F)c2)n1,7,-2,-3,-2,-3,0.1,3,1,i
Cc1cc(C)n(CC(O)COc2ccccc2C)n1 (stereo not drawn),-10,-1,2,-4,-3,1.1,4,-9,i
Cc1ccc(CC(=O)N2CCN(C(=O)c3ccco3)CC2)cc1,-11,-1,-5,-2,3,0.7,0,4,i
CC(C)(C)c1ccc(S(=O)(=O)N2CCNC(=O)C2)cc1,3,-2,-2,-8,-1,2.7,1,-9,i
O=c1[nH]ncc(N2CCCC2)c1Cl,0,-1,-3,-11,4,0.0,1,3,i
Cc1cc(C)n(CC(=O)N/N=C/c2ccccn2)n1,-10,-4,5,-8,-4,0.5,-1,-7,i
O=C(COC(=O)CCc1nc2ccccc2c(=O)[nH]1)Nc1ccccc1Cl,-18,-3,3,-1,8,1.5,0,-9,i
Cc1c(NC(=O)CCC(=O)N2CCCCC2)c(=O)n(-c2ccccc2)n1C,-1,0,0,-8,-1,0.8,-3,-6,i
Nc1nccc(NCCSCc2ccccc2)n1,-11,4,0,-5,-8,0.8,2,3,i
O=C(N/N=C/C1=C(N2CCOCC2)C(=C\c2ccccc2)/CC1)Nc1ccccc1,-9,-8,-2,-8,9,0.1,1,-51,i
Cc1cc(C)c(C)c(S(=O)(=O)NCC(=O)NCc2ccco2)c1C,3,2,-2,-5,12,0.4,0,-1,i
COCCCN(C(=O)Cc1csc(-c2cccc(Cl)c2)n1)c1c(N)n(Cc2ccccc2)c(=O)[nH]c1=O,-2,-4,-1,0,-3,-1.3,2,-12,i
CC1CCN(CC(=O)Nc2cccc([N+](=O)[O-])c2)CC1,5,13,-2,21,-4,/,2,0,i
CCOC(=O)/C=C1\SCC(=O)N1CC(=O)Nc1cccc(F)c1,-21,-11,-1,-4,0,1.0,2,-10,i
Cc1cc(C)n(-c2nc3ccccc3c(=O)n2OCC(=O)OCc2ccccc2)n1,-4,7,-7,11,-12,-0.9,-1,-1,i
CC(C)(C)NC(=O)c1ccc2c(c1)N(CC(=O)N1CCCC1)C(=O)C(C)(C)O2,4,-4,-6,-3,-24,0.6,1,-14,i
O=C(NC1CC2CCCC(C1)N2Cc1ccc(F)cc1)c1ccc(F)cc1 (stereo not drawn),1,0,-3,-3,20,0.2,-1,5,i

# Screening data deposited in PubChem BioAssay by several laboratories.
